SRC3 TRFRET art: TR-FRET artefact, counter-screen to PPARgamma/SRC-3 agonist assay; PPARgamma/SRC-3 format; hits give high values; TR-FRET ratio at 8 µM; 99,000 tested, 0.39% active; AID 1048; in the data active means TR-FRET ratio above about 2000; further: inactives centre near 1600; reference of the scale not given here
SRC1 TRFRET art: flags TR-FRET format artefacts in PPARgamma SRC-1 recruitment agonist screen | TR-FRET detection artefact counter-screen, emission ratio; hits give high values | TR-FRET ratio at 8 µM | 99,000 tested, 0.34% active | AID 1051; in the data active means TR-FRET ratio above about 2300; further: inactives centre near 1800; reference of the scale not given here
* = called active by the depositor.

| canonical_smiles | SRC1 TRFRET art | SRC3 TRFRET art |
| --- | --- | --- |
| O=C(Cn1cnc([N+](=O)[O-])n1)NC1CC1 | 1858 | 1617 |
| CCOC(=O)Cc1csc(NC(=S)NC(=O)CC(C)C)n1 | 1708 | 1419 |
| CC(=O)Oc1ccc(N(C(C)=O)S(=O)(=O)c2cc([N+](=O)[O-])ccc2C)cc1 | 1597 | 1637 |
| COCCOc1cc(NC(=O)CS(=O)CC(=O)N(C)C)c(Cl)cc1Cl (stereo not drawn) | 1981 | 1419 |
| CC(C(=O)Nc1cccnc1)C1Sc2ccccc2NC1=O (stereo not drawn) | 1466 | 1612 |
| Cn1c(CCC(=O)OCC(=O)NCc2ccc3c(c2)OCO3)nc(=O)c2ccccc21 | 1792 | 1618 |
| CC[C@H]1OC(=O)[C@H](C)[C@@H](O[C@H]2C[C@@](C)(OC)[C@@H](O)[C@H](C)O2)[C@H](C)[C@@H](O[C@@H]2O[C@H](C)C[C@H](N(C)C)[C@H]2O)[C@](C)(O)C[C@@H](C)[C@@H]2N[C@@H](COCCOC)O[C@H]([C@H]2C)[C@]1(C)O | 1738 | 1603 |
| Cc1ccc(-c2nn(C)c(=O)c3ccccc23)cc1CO | 1624 | 1373 |
| Cc1ccccc1CCN(C(=O)CN1C(=O)c2ccccc2S1(=O)=O)C(C(=O)NCC1CCCO1)c1ccncc1 (stereo not drawn) | 1643 | 1627 |
| CC12CCC(C(=O)N(NC(=O)c3cccnc3)C1=O)C2(C)C (stereo not drawn) | 1681 | 1527 |
| COc1ccccc1Nc1nc(-c2cccc(N3C(=O)c4ccccc4C3=O)c2)cs1 | 1794 | 1609 |
| Cc1ccc(CSc2nc3ccsc3c(=O)n2Cc2ccccn2)cc1 | 1891 | 1669 |
| Cc1cc(C)c(NC(=O)c2cnn(C)c2)c(C)c1 | 2096 | 1725 |
| c1cnn(Cc2cnc(N3CCOCC3)s2)c1 | 1685 | 1389 |
| CC(OC(=O)c1ccc2ncsc2c1)C(=O)NCc1ccccc1 (stereo not drawn) | 1936 | 1577 |
| COc1ccc(C(=O)Nc2ccccc2NC(=O)c2ccco2)c(OC)c1 | 1978 | 1549 |
| CCOc1ccc2c(c1)OC(c1ccc(C)cc1)(C(F)(F)F)NC2=O (stereo not drawn) | 1797 | 1648 |
| Cc1ccc(NC(=O)CSc2ccccc2NC(=O)c2cccc(Cl)c2)cc1Cl | 1685 | 1314 |
| COc1cc2nc(CC(C)C)n(NC(=O)c3ccccc3)c(=O)c2cc1OC | 1666 | 1646 |
| COc1cccc(C(c2sc3nc(C)nn3c2O)N2CCN(C(=O)c3ccco3)CC2)c1 (stereo not drawn) | 1664 | 1231 |
| CC(/C=N/NC(=O)c1sc(N)nc1C)=C\c1ccccc1 | 1672 | 1643 |
| COc1ccc(-c2nn(-c3ccccc3F)cc2CNCCn2nc(C)cc2C)cc1 | 1579 | 1560 |
| S=C(NCCc1cnc[nH]1)NC1CCCC1 | 1630 | 1766 |
| COc1ccc(-c2c(C)c3ccc(OCC(C)=O)cc3oc2=O)cc1 | 1818 | 1428 |
| O=C1COCCOCCOCC(=O)NCCN1 | 1986 | 1737 |
| O=C(CN1C(=O)NC2(CCCc3ccccc32)C1=O)Nc1cccc(S(=O)(=O)N2CCCCC2)c1 (stereo not drawn) | 1926 | 1598 |
| Cc1cc(C)c(C(N)=O)c(Cl)n1 | 1908 | 1553 |
| CN(NC(=O)Nc1ccc(Cl)cc1)c1c(Cl)c(Cl)nn1C | 1706 | 1740 |
| COc1ccc([N+](=O)[O-])cc1NC(=O)C(C)OC(=O)C1c2ccccc2Oc2ccccc21 (stereo not drawn) | 1599 | 1327 |
| CCC(C(=O)NC(C)CCc1ccccc1)n1nc(C)n2c(cc3occc32)c1=O (stereo not drawn) | 1821 | 1268 |

Whole records, looked up by structure.
COc1ccc([N+](=O)[O-])cc1NC(=O)C(C)OC(=O)C1c2ccccc2Oc2ccccc21 (stereo not drawn) across the screens: SRC1 TRFRET art = 1599; SRC3 TRFRET art = 1327
CC(/C=N/NC(=O)c1sc(N)nc1C)=C\c1ccccc1 across the screens: SRC1 TRFRET art = 1672; SRC3 TRFRET art = 1643

The list continues.
| canonical_smiles | SRC1 TRFRET art | SRC3 TRFRET art |
| --- | --- | --- |
| O/C(=C\c1nc2ccccc2nc1/C=C(\O)c1ccccc1)c1ccccc1 | 1968 | 1828 |
| CCN(CC)CCNC(=O)c1[nH]c2ccc(OCc3ccccc3)cc2c1C | 1909 | 1523 |
| CC/C(=N\Nc1ccc([N+](=O)[O-])cc1)c1ccccc1 | 1545 | 1490 |
| CCOC(=O)N/N=C\c1ccc([N+](=O)[O-])s1 | 1637 | 1427 |
| O=C(C1CCCO1)N1CCN(C(=S)Nc2ccccc2C(F)(F)F)CC1 (stereo not drawn) | 1653 | 1431 |
| Cc1ccc(S(=O)(=O)/N=C(/Nc2ccc3[nH]c(=O)[nH]c3c2)c2ccc(F)cc2)cc1 | 1733 | 1631 |
| O=C(O)COc1ccc(-c2nccc(-c3ccccn3)n2)cc1 | 1639 | 1408 |
| CC(C)(C)CN1CCNC(=O)C1CC(=O)NC1Cc2ccccc2C1 (stereo not drawn) | 1579 | 1381 |
| O=C(c1ccc(Cn2c(=S)[nH]c3cc4c(cc3c2=O)OCO4)cc1)N1CCN(c2ncccn2)CC1 | 1800 | 1494 |
| O=C(CC1Sc2ccccc2NC1=O)Nc1cccnc1 (stereo not drawn) | 1688 | 1796 |
| O=C(CN(Cc1ccco1)S(=O)(=O)c1ccccc1)N/N=C/c1ccccc1C(=O)O | 1486 | 1391 |
| COc1ccc(NC(=O)[C@H](C)NC(N)=O)cc1S(=O)(=O)Nc1cc(C)ccc1Br | 1962 | 1701 |
| CC1(C2CC2)NC(=O)N(CC(=O)Nc2ccccc2-c2ccccc2)C1=O (stereo not drawn) | 2208 | 1635 |
| CC1(C)Cc2cccc(OCC(=O)N3CCN(c4ccccc4)CC3)c2O1 | 1864 | 1468 |
| COc1cccc(SCC2CSc3nc4ccccc4c(=O)n32)c1 (stereo not drawn) | 1598 | 1422 |
| O=C(Nc1cccc2ccccc12)/C(=C/c1cccc([N+](=O)[O-])c1)NC(=O)c1cccs1 | 1623 | 1488 |
| CC(=O)c1cccc(S(=O)(=O)N2CCN(c3ccccc3F)CC2)c1 | 1997 | 1651 |
| CC1=C(C(=O)Nc2ccccc2)C(c2ccc(C)o2)n2ncnc2N1 (stereo not drawn) | 1752 | 1680 |
| CN1CCN(C(=O)C23CC4CC(C2)CC(c2ccccc2)(C4)C3)CC1 | 1646 | 1520 |
| CCOC(=O)c1c(NC(=O)c2ccco2)sc2c1CCCC2 | 1704 | 1574 |
| Cc1ccc(NC(=O)c2oc3ccc(S(=O)(=O)N4CCOCC4)cc3c2C)c(C)c1 | 2151 | 1693 |
| COc1ccc(-c2cnc3nc(/N=C/N(C)C)nn3c2/N=C/N(C)C)cc1 | 2029 | 1513 |
| Cc1cc2cc(CNC(=O)c3cccs3)ccc2n1C | 2018 | 1830 |
| CC(=O)Nc1cccc(NC(=O)c2c(-c3ccccc3Cl)noc2C)c1 | 1652 | 1674 |
| O=c1[nH]c(SCc2ccc(Cl)cc2)nc2ccsc12 | 2154 | 1716 |
| O=C(Nc1ccccc1)Nc1ccc2ocnc2c1 | 1667 | 1564 |
| COc1ccc(N2CS(=O)CC2=O)cc1 (stereo not drawn) | 1554 | 1466 |
| CS(=O)(=O)N1CCN(c2nnc(-c3ccccc3)c3ccccc23)CC1 | 1962 | 1696 |
| Cc1cc(NS(=O)(=O)c2ccc(NC(=O)CSc3nc4sc(C(=O)O)c(C)c4c(=O)[nH]3)cc2)no1 | 1821 | 1384 |
| COCCNC(=S)Nc1ccccn1 | 1510 | 1494 |
| CCOc1cc(/C=C2\SC(=N)N(c3nccs3)C2=O)ccc1OCCN1CCOCC1 | 2045 | 1662 |
| CN1CCN(C(=S)NC(=O)c2ccco2)CC1 | 1740 | 1551 |
| O=C(CC1Sc2ccccc2NC1=O)NCc1ccc(Cl)cc1 (stereo not drawn) | 1865 | 1747 |
| O=C(O)CCN1C(=O)c2ccc(NC(=O)CSCc3ccccc3)cc2C1=O | 1909 | 1724 |
| CC(NC(=O)CCc1nnc(C2CCCCC2)o1)c1ccc(F)cc1 (stereo not drawn) | 1562 | 1441 |
| COc1ccc(OCCCC(=O)Nc2cccc(C(C)=O)c2)cc1 | 1577 | 1349 |
| COc1ccccc1Oc1ncnc2sccc12 | 2014 | 1612 |
| CCN1CCC2(CCN(Cc3cn[nH]c3-c3ccc(OC)c(F)c3)C2)C1 (stereo not drawn) | 1722 | 1699 |
| COc1ccc2[nH]cc(CCn3ccc(O)c(C/C=C/c4ccccc4)c3=O)c2c1 | 1769 | 1760 |
| CN1C(=O)C2CN(CCc3ccccc3)CNC2N(C)C1=O (stereo not drawn) | 1625 | 1315 |
| Cc1noc(C)c1CN(C(=S)NC1CC2CCC1C2)c1ccccc1 (stereo not drawn) | 1908 | 1562 |
| Cc1ccc(CC(=O)Nc2ccncc2)cc1 | 1649 | 1343 |
| Cc1ccc(C2NC(=S)NC3=C2C(=O)CC(C)(C)C3)cc1 (stereo not drawn) | 1830 | 1732 |
| COc1ccc(C)cc1N(CC(=O)Nc1cccnc1)S(=O)(=O)c1ccc(C)cc1 | 1698 | 1497 |
| Nc1c2c(nc3sc4c(c13)CCCC4)CCCCCC2 | 1707 | 1406 |
| CN(C(=S)Nc1cccnc1)c1ccc(O)cc1 | 1756 | 1641 |
| N#CC1=C(N)N(c2ccccc2)C2=C(C(=O)CCC2)C1c1ccsc1 (stereo not drawn) | 1557 | 1486 |
| O=C(CSc1nc2c(cnn2-c2ccccc2)c(=O)[nH]1)NC1CCS(=O)(=O)C1 (stereo not drawn) | 1621 | 1721 |
| COC(=O)c1cc(C(=O)OCC(=O)NC2CCS(=O)(=O)C2)cc([N+](=O)[O-])c1 (stereo not drawn) | 1776 | 1443 |
| CN(C)CCOC(=O)CC12CC3CC(C1)CC(CC(=O)OCCN(C)C)(C3)C2 | 1752 | 1424 |
| O=c1c([N+](=O)[O-])c(N2CCOCC2)c2ccccc2n1Cc1ccccc1 | 1581 | 1537 |
| COc1cc(NC(=O)c2cnn3c(C(F)F)cc(C4CC4)nc23)c(OC)cc1Cl | 1827 | 1460 |
| CC(C)CCNC(=O)c1ccc(OC2CCN(S(=O)(=O)N(C)C)CC2)cc1 | 1408 | 1516 |
| CCOc1ccc(Br)cc1S(=O)(=O)Nc1ccc(C(=O)OCC(=O)Nc2ccc(C#N)cc2)cc1 | 1838 | 1651 |
| CC(C)(C)C1CCC(OC(=O)C[N+]2(C)CCCCC2)CC1 (stereo not drawn) | 1769 | 1299 |
| CC(=O)Nc1ccc2nc(CN3CCN(CC(C)C)C(CCO)C3)ccc2c1 (stereo not drawn) | 1786 | 1655 |
| NC(=O)C(CCC(=O)c1ccc(Br)cc1)S(=O)(=O)c1ccccc1 (stereo not drawn) | 2148 | 1494 |
| C=CCNS(=O)(=O)c1ccc2c(c1)n(C)c(=O)n2C | 1604 | 1436 |
| Cc1cc2nc3c(=O)[nH]c(=O)[nH]c3nc2c([N+](=O)[O-])c1N | 1927 | 1480 |
| CCn1ccc(-c2ccccc2)c(C#N)c1=O | 1854 | 1415 |

Reformatted with two lines to a compound: two of the compounds above.
Results follow in this order: SRC1 TRFRET art, SRC3 TRFRET art
> NC(=O)C(CCC(=O)c1ccc(Br)cc1)S(=O)(=O)c1ccccc1 (stereo not drawn)
  2148, 1494
> O=C(CSc1nc2c(cnn2-c2ccccc2)c(=O)[nH]1)NC1CCS(=O)(=O)C1 (stereo not drawn)
  1621, 1721

Continued.
| canonical_smiles | SRC1 TRFRET art | SRC3 TRFRET art |
| --- | --- | --- |
| COC(=O)c1ccccc1NC(=O)CC#N | 1888 | 1478 |
| COc1ccc(OC)c(/C=N/c2c(-c3ccc(O)c(OC)c3)nc3ccccn23)c1 | 2092 | 1775 |
| O=[N+]([O-])c1nn(-c2ccc3c(c2)OCCO3)n(O)c1=NCc1ccc(F)cc1Cl | 2161 | 1680 |
| CC(=O)NC(CC(=O)NC12CC3CC(CC(C3)C1)C2)c1ccccc1 (stereo not drawn) | 2106 | 1558 |
| NC(=O)c1oc2ccccc2c1NC(=O)C1COc2ccccc2O1 (stereo not drawn) | 1644 | 1565 |
| O=C(Cc1ccc(Cl)cc1)Nc1ccc(Br)cc1 | 1744 | 1406 |
| O=S(=O)(CCc1nc2ccccc2[nH]1)c1ccc(Cl)cc1 | 1691 | 1383 |
| CN(C)/C=N/c1sc2c(c1C#N)CCCC2 | 1683 | 1690 |
| CCCCC(CC(C)O)c1n[nH]c(=S)n1-c1ccccc1 (stereo not drawn) | 1866 | 1634 |
| CCNC(=O)/C(=C/c1cccc([N+](=O)[O-])c1)NC(=O)c1ccc(C)cc1 | 1603 | 1472 |
| Cc1ccc2nc(-c3ccc(NC(=O)CSc4nccc(=O)[nH]4)cc3)sc2c1 | 1684 | 1811 |
| FC(F)(F)c1n[nH]c(=S)n1/N=C/c1ccco1 | 1741 | 1593 |
| Cn1c(N=Nc2ccccc2)nc2ccccc21 | 2038 | 1402 |
| COC(=O)CN(c1cc(OC)ccc1OC)S(=O)(=O)c1ccc(OC)c(OC)c1 | 1925 | 1592 |
| COC(=O)c1ccc(Oc2c(F)c(F)nc(N3CCOCC3)c2F)cc1 | 2210 | 1753 |
| Cc1cccc(N=C2NC(=O)/C(=C/C=C/c3ccco3)S2)c1C | 1597 | 1282 |
| Cn1c(=O)c2c(nc(SCC(=O)Nc3ccccc3)n2C)n(C)c1=O | 1855 | 1751 |

Ordered by formula weight (rising): part of the list above
| canonical_smiles | SRC1 TRFRET art | SRC3 TRFRET art |
| --- | --- | --- |
| Cn1c(N=Nc2ccccc2)nc2ccccc21 | 2038 | 1402 |
| CCCCC(CC(C)O)c1n[nH]c(=S)n1-c1ccccc1 (stereo not drawn) | 1866 | 1634 |
| NC(=O)c1oc2ccccc2c1NC(=O)C1COc2ccccc2O1 (stereo not drawn) | 1644 | 1565 |

Screening results as filed in PubChem BioAssay.

A portion of the library; rates above refer to the full screens.
